Source: PubChem (Sanford-Burnham Center for Chemical Genomics)
mIAP activ: activators of mouse IAP, primary screen, biochemical, luminescence, uHTS; 330,000 compounds, 0.24% hits; intestinal alkaline phosphatase [Mus musculus]; activation factor at 10 µM; muIAP, CDP-Star luminescence, 30 min; stronger effect = higher value; 1 = vehicle-only enzyme signal, 0 = enzyme-free wells;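 active = activation factor of at least 2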; also: the source names both 10 and 20 µM as test concentration; values of inactives mirror those of a sister screen read the other way
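Assay system: mouse IAP enzyme / Compound: DMSO-dissolved test compounds / Timing: 30 min, room temperature / Measured by: luminescence from enzymatic CDP-Star hydrolysis / Control set: DMSO-only wells, enzyme-free buffer wells as negative control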
ATG4B inhibitor: ATG4B protease inhibitors, primary screen, biochemical, fluorescence, uHTS | Cysteine protease ATG4B (Homo sapiens), Q9Y4P1 | 340,000 compounds, 0.51% hits | inhibition, % at 8.33 µM | ATG4B cleavage of LC3-PLA2, NBD-HPC fluorescence, 1 h; in the data active = inhibition above about 40%
Target sequence (Q9Y4P1 whole entry, looked up): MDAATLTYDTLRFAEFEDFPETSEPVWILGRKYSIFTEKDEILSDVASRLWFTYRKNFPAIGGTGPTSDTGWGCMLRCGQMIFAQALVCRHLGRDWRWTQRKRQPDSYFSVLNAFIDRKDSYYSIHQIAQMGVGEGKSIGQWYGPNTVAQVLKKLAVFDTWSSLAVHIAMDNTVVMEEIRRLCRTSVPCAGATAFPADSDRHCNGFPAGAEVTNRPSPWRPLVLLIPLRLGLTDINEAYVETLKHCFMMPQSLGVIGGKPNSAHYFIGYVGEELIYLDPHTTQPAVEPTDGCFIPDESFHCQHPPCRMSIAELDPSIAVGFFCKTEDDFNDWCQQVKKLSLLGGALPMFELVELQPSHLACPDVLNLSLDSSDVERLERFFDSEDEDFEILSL
Apaf-1 inh: inhibitors of human Apaf-1 apoptosome, primary screen, biochemical, DEVD-Rh110 fluorescence, uHTS; reconstituted apoptosome caspase-3 activity; AID 489030, 2010; 330,000 compounds, 0.71% hits; Apoptotic protease-activating factor 1 (Homo sapiens), O14727; inhibition, % at 20 µM; active = inhibition of at least 40% at 20 µM;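 also: plate controls were DMSO wells for no effect and DEVD-CHO caspase inhibitor wells for full effect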
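System: reconstituted apoptosome with Apaf-1, cytochrome c, caspase-9, procaspase-3, dATP; Signal: Rh110 fluorescence intensity; Schedule: 30 min compound preincubation, 50 min activation, room temperature; Reagent: cytochrome c trigger plus (Z-DEVD)2-Rh110 caspase-3 substrate.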
NALP3 yeast inh: NALP3 inflammasome inhibitors in reconstituted yeast, primary screen, luminescence, uHTS | AID 2825, 2010 | Yeast reconstituted NLRP3/ASC/caspase-1, beta-gal luminescence, 24 h | inhibition, % at 10 µM | 330,000 compounds, 0.39% hits;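 active = inhibition of 50% or more; inactive = inhibition below 50%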;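 also: plate controls were induced DMSO wells for no effect and uninduced yeast grown without galactose for full effect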
TIM10 inh: growth inhibitors of isogenic TIM10 control yeast, primary screen, counter-screen for tim10-1 yeast inhibitor project, luminescence, uHTS. S. cerevisiae TIM10 strain growth, BacTiter-Glo luminescence, 24 h. inhibition, % at 10 µM. 330,000 compounds, 1.4% hits;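 active = inhibition of 40% or more at the single tested concentration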;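 also: wild-type TIM10 isogenic control strain grown at permissive 25 °C; 0% = DMSO yeast wells and 100% = minimal medium wells without yeast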
mIAP block: inhibitors of mouse IAP, primary screen, biochemical, luminescence, uHTS. intestinal alkaline phosphatase [Mus musculus]. purified mouse IAP, CDP-Star luminescence, 30 min. inhibition, % at 10 µM. 330,000 compounds, 0.2% hits. AID 2806, 2010;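 active = inhibition of at least 40% at 10 µM in the primary screen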;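 also: plate controls were DMSO with enzyme for no effect and no enzyme wells for full effect; values of inactives mirror those of a sister screen read the other way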
hIAP act: human IAP activators, primary screen, biochemical, luminescence, uHTS; Intestinal-type alkaline phosphatase (Homo sapiens), P09923; purified human IAP, CDP-Star luminescence, 30 min; stronger effect = higher value; 1 = vehicle-only enzyme, 0 = enzyme-free background; activation factor at 10 µM; 330,000 compounds, 0.16% hits; AID 2524, 2010;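 active = activation factor of the enzyme at least 2-fold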; also: the source names both 10 and 20 µM as test concentration; values of inactives mirror those of a sister screen read the other way
Target sequence (P09923 whole entry, looked up): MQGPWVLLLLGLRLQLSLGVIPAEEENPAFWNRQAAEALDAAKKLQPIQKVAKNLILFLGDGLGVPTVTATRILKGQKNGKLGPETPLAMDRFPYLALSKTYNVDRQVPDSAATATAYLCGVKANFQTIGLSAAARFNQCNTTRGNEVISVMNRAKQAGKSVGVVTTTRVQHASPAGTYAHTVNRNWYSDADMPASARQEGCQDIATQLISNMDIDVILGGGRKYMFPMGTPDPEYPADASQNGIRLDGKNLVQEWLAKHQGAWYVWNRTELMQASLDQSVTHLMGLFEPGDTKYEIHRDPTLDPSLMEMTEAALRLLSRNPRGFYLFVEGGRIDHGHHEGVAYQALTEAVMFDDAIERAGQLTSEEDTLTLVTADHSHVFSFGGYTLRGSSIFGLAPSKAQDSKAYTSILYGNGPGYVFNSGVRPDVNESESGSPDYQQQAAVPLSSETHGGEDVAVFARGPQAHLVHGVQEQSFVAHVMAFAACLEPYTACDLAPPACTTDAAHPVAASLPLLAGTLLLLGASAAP
hIAP inh: human IAP inhibitors, primary screen, biochemical, luminescence, uHTS; Intestinal-type alkaline phosphatase (Homo sapiens), P09923; purified IAP, CDP-Star luminescence, 30 min; inhibition, % at 10 µM; 330,000 compounds, 0.12% hits;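 active = inhibition reaching a set limit with compound at 10 µM in the primary screen, cut at about 35% in these data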;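 also: plate controls were DMSO wells with enzyme for no effect and no-enzyme buffer wells for full effect; values of inactives mirror those of a sister screen read the other way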
tim10-1 inh: growth inhibitors of tim10-1 mutant yeast, primary screen, luminescence, uHTS | 330,000 compounds, 2.2% hits | inhibition, % at 20 µM | AID 463190, 2010 | S. cerevisiae tim10-1 ts strain growth, BacTiter-Glo, 24 h;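 active = inhibition of at least 40%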;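 also: mutant grown at 25 °C; 0% = DMSO wells with yeast and 100% = wells holding no yeast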
Active calls of the source: *; . = no result given. Not a hit list; 4.5% or so of the library scored in one or more.

SMILES	mIAP activ	ATG4B inhibitor	Apaf-1 inh	NALP3 yeast inh	TIM10 inh	mIAP block	hIAP act	hIAP inh	tim10-1 inh
O=C(O)CCN1C(=O)c2ccc(NC(=O)c3ccco3)cc2C1=O	0.92	-8	-9	16	11	8	1	-3	17
C(=C\c1ccccc1)/C=N/N1CCN(c2ccccn2)CC1	0.91	-3	7	15	12	9	0.72	28	17
O=C(CSc1nc2ccccc2c(=O)n1NC(=O)Cc1ccccc1)NCc1ccccc1	1.1	-5	3	-2	-14	-14	1.3	-32	11
Cc1ccc2cc(C)c(N3CCN(c4ccccn4)CC3)nc2c1	1.1	11	30	25	43*	-8	0.91	9	53*
O=C(O)CCc1nn2c3ccccc3nc2n(Cc2ccccc2)c1=O	0.99	-2	1	6	7	1	0.91	9	2
NC(=O)c1nsc(C(=O)N(c2ccccc2)C(C(=O)NCc2ccc(F)cc2)c2ccco2)c1N (centres undefined)	0.99	11	33	18	10	1	1.2	-21	6
O=C(COC(=O)C1CCN(c2ccc(C(F)(F)F)cn2)CC1)NCc1cccc(Cl)c1	1.1	8	29	-8	8	-13	1	0	18
COc1cc(NC2c3ccccc3C(=O)N2c2cc(C)ccn2)cc(OC)c1OC (centres undefined)	0.93	-7	14	1	7	7	1.1	-8	29
CCOc1ccc(C(=O)NCC(=O)OCC(=O)Nc2ccccc2OCC)cc1	0.85	-5	12	0	-8	15	1.1	-6	23
O=C(/C=C/c1ccc(OC(F)F)cc1)OCC(=O)N1CCN(C(=O)c2ccco2)CC1	0.98	-5	-4	10	-13	2	0.97	3	16
O=c1c2sc(-c3ccccc3)cc2nc2n1CCCCC2	1	-6	-2	14	-2	-4	1	-3	-6
c1ccc(Sc2ccccn2)cc1	1.1	-10	-12	9	3	-6	1	0	6
O=C(Nc1ccc(S(=O)(=O)N2CCOCC2)cc1)c1ccc2c(c1)S(=O)(=O)c1ccccc1C2=O	0.96	-2	-8	1	-3	4	0.99	1	11
COc1cccc(NC(=O)CSc2ccc3nnc(-c4cccnc4)n3n2)c1	0.98	-8	13	8	5	2	0.75	25	21
CC1(C)CC(=O)C(C(c2cc([N+](=O)[O-])ccc2Cl)C2C(=O)CC(C)(C)CC2=O)C(=O)C1	0.96	-5	-3	-14	2	4	0.94	6	18
COCCNC(=O)CSc1nc(-c2ccccc2)c(-c2ccccc2)o1	1	-1	9	3	-6	-2	1.1	-14	-29
COC(=O)[C@]1(Cc2ccccc2)N[C@H](CN(C)S(=O)(=O)c2ccc(C(C)(C)C)cc2)[C@@H]2C(=O)N(Cc3ccccc3)C(=O)[C@@H]21	1.2	.	22	-13	10	-15	1.2	-15	8
COc1cccc(-c2nc(CS(=O)(=O)CC(=O)NC3CCCCC3C)c(C)o2)c1 (centres undefined)	1	3	16	6	16	-2	1.5	-48	35
COCCN(C(=O)c1ccccc1OC1CCN(S(C)(=O)=O)CC1)C(C)C	0.93	4	-4	16	-4	7	0.98	2	1
COc1cc(C=O)ccc1OC(=O)c1ccncc1	0.98	11	-10	-6	13	2	1	-1	16
CC(C)(C)c1ccc(-c2noc(CCC(N)=O)n2)cc1	1	24	-5	19	8	-3	0.87	13	24
O=C(Cn1cnc2c(nnn2Cc2ccc(Cl)cc2)c1=O)c1ccccc1	0.89	-2	-2	-1	2	11	0.9	10	16
COc1ccc(CCC(=O)N2CCN(S(=O)(=O)c3cccs3)CC2)cc1	0.94	-9	-9	22	9	6	0.96	4	19
Cc1c(CCOC(=O)c2ccc(Cl)cc2Cl)sc[n+]1CC(=O)c1ccc(Br)cc1	0.63	7	71*	18	8	37	0.94	6	8
O=c1[nH]c2cccnc2n1-c1cccc([N+](=O)[O-])c1	1	1	-27	9	-4	-1	1.1	-7	15
CN(C)S(=O)(=O)c1ccc(NC(=O)COc2ncnc3c2cnn3-c2ccccc2)cc1	1	2	1	4	-3	-3	1	-4	8
COc1ccc(-n2c(N3CCN(C)CC3)nc3sc4c(c3c2=O)CCCCC4)cc1	0.95	2	15	6	-8	4	1	0	20
C[C@H](NC(=O)c1nc[nH]c1C(=O)NCC(=O)OCc1ccccc1)c1ccccc1	0.98	-14	17	-7	12	2	1.6	-55	19
CCOC(=O)Cc1nnc(NC(=O)COc2ccc(C)cc2)s1	1.1	-8	18	5	-5	-5	1.3	-34	20
CCN1C(=O)N/C(=C/c2cc(C)n(Cc3ccccc3)c2C)C1=O	0.98	-13	27	5	95*	2	0.99	1	17
Nc1cc(S(=O)(=O)N2CCCCC2)ccc1N1CCCCC1	0.96	4	14	25	24	4	1	-3	45*
O=C(O)COc1ccc(/C=N/NC(=O)Cc2ccc(Cl)cc2)cc1	0.89	-6	-23	-2	-5	11	1	0	-29
CCCOc1ccc(C(=O)CCC(=O)OCC(=O)N2CC(=O)Nc3ccccc32)cc1	1.1	-19	12	4	5	-6	0.96	4	7
Cc1ccc(S(=O)(=O)N2CCOC2CNC(=O)C(=O)NCc2ccc3c(c2)OCO3)cc1 (centres undefined)	0.97	-6	0	19	2	2	1.1	-6	12
O=C(N1CCOCC1)n1cnc2ccccc21	1.1	3	-8	10	-1	-6	0.88	12	-10
O=C(CSc1ccc2nnc(-c3ccccn3)n2n1)Nc1nccs1	0.95	2	-4	9	-11	5	0.98	2	1
CC1(c2ccc3c(c2)OCO3)NC(=O)N(CC(=O)Nc2ccccc2)C1=O (centres undefined)	1	-2	-2	22	-2	-4	1	-2	-15
CCOC(=O)N1CCN(CC(=O)NC(=O)Nc2ccc3c(c2)OCCO3)CC1	0.92	-8	3	3	9	8	1.3	-27	15
O=C(NC(Nc1ncccn1)C(=O)c1ccccc1)c1ccccc1 (centres undefined)	1	-4	0	10	14	-5	1.3	-25	12
COc1ccccc1NC(NC(=O)c1ccccn1)C(Cl)(Cl)Cl (centres undefined)	0.85	-13	0	-5	16	15	0.98	2	26

Looked up above:
C[C@H](NC(=O)c1nc[nH]c1C(=O)NCC(=O)OCc1ccccc1)c1ccccc1 in mIAP block has 2
O=C(CSc1ccc2nnc(-c3ccccn3)n2n1)Nc1nccs1 in NALP3 yeast inh has 9

Other entries follow.
SMILES	mIAP activ	ATG4B inhibitor	Apaf-1 inh	NALP3 yeast inh	TIM10 inh	mIAP block	hIAP act	hIAP inh	tim10-1 inh
COc1ccc2c(C)nc(Nc3nc(C)cc(C)n3)nc2c1	0.9	-3	-8	13	25	10	1.1	-12	22
Cc1ccc([C@@H]2CC=C(C(=O)O)[C@H](c3ccccc3F)N2S(=O)(=O)c2ccccc2C)cc1	1	1	8	1	13	-1	1.1	-7	5
COc1ccc(-c2cc(C(F)(F)F)nc(SCCC(=O)N3CCCC3)n2)cc1	0.88	-6	24	21	16	12	1	-3	13
Cc1cccc(NC(=O)CSc2nnc3ccc(-c4ccccn4)nn23)c1	1	-8	11	7	-6	-5	0.96	4	8
N#Cc1ccsc1NC(=O)c1cccc([N+](=O)[O-])c1	0.77	-13	-10	17	-8	23	0.81	19	1
Cc1ccc(NC(=O)CN(C)CC(=O)Nc2ccc(N3CCOCC3)cc2)cc1F	0.99	-6	4	12	-11	0	1.1	-15	-3
Cc1ccccc1NC(=O)c1ccc(S(=O)(=O)N(C)C)cc1	1	3	5	11	-14	-5	1.1	-8	20
COc1ccc(Cl)cc1NC(=O)c1cnc2sccn2c1=O	1.1	-4	2	27	10	-8	1.2	-19	10
Cc1cnc(N2C(=O)c3ccc([N+](=O)[O-])cc3C2=O)s1	1	-7	-5	-2	15	-1	1.1	-5	-2
COc1ccccc1N1CCN(C(=O)c2cc3cc(Cl)ccc3[nH]2)CC1	1.1	-10	30	32	24	-7	0.9	10	26
COc1ccc(OCC(=O)OCC(=O)NCC2CCCCC2)cc1	1	-25	1	14	-1	-1	0.91	9	6
COc1cccc(CN(C(=O)Cc2c[nH]c3ccccc23)C(C(=O)NC2CCCCC2)c2ccc(C)o2)c1 (centres undefined)	1.2	11	14	9	19	-20	0.89	11	22
O=C(COc1ccc(F)cc1)Nc1nnc(S(=O)(=O)N2CCCC2)s1	0.9	-11	9	6	-2	10	0.86	14	-12
CC(C)COc1ccc(C(=O)OCCN2CCCCC2)cc1	1	4	-2	12	-1	-1	0.97	3	-3
COC(=O)COc1ccc2c(c1C)O/C(=C\c1ccco1)C2=O	0.96	-2	10	20	2	4	0.84	16	24
CCC(=O)c1ccccc1OCCSc1nc(C)cc(=O)[nH]1	1	13	10	15	11	-1	1.2	-16	6
Cc1cc(C)c(S(=O)(=O)N2CCCCC2CCNC(=O)C(=O)NC2CC2)c(C)c1 (centres undefined)	1.1	-4	14	18	19	-7	1.3	-27	38
COc1ccc(C(=O)O)cc1S(=O)(=O)N(C)C	0.95	-9	-5	5	13	5	1	-4	-5
Cc1nn(-c2ccc(F)cc2)c(Cl)c1/C=C1\C(=O)Nc2ccccc21	0.92	-17	6	0	35	8	1.1	-8	54*
Cc1nn(C(=O)/C(C#N)=C/N(C)C)c(C)c1C	1.1	-4	-2	15	-1	-6	1.2	-16	-6
COc1ccccc1-n1c(SCC(=O)NC2CC2)nc2ccccc2c1=O	1	0	-12	2	2	-4	0.95	5	6
Cc1ccc(OCCCCN(C)Cc2ccccc2)c(Br)c1	1.1	22	7	20	-47	-5	0.93	7	-24
O=C(CNC(=O)c1ccc(Cl)c([N+](=O)[O-])c1)NCC1CCCO1 (centres undefined)	1	-8	-3	-4	4	-2	1	-2	4
O=C(CCC(=O)Nc1ccccc1Cl)N/N=C/c1ccccc1	0.74	-3	5	6	-2	26	0.85	15	5
COc1cc(NC(=O)c2cc(S(=O)(=O)N3CCCCC3)ccc2N2CCOCC2)cc(OC)c1	0.97	-2	21	21	6	3	0.79	21	-2
Cc1sc(N/N=C/c2cccnc2)nc1-c1ccccc1	0.9	-18	23	31	23	10	0.8	20	24
COc1ccnc(-n2cccc2/C=N/O)c1C#N	0.96	-6	0	14	-15	4	0.99	1	-5
Cc1ccc(N=Cc2c(O)c3ccccc3oc2=O)cc1F	0.95	0	0	23	1	5	1.6	-58	4
CC(C)Oc1ccc(/C=N/NC(=O)c2ccc(N(Cc3ccccc3)S(C)(=O)=O)cc2)cc1	0.93	9	11	10	-2	7	0.89	11	-9
O=C1N[C@@H](c2ccccc2)COC(=O)[C@@H](Cc2ccc(F)cc2)CC/C=C/C[C@H]1CC(=O)N(CCO)Cc1ccccc1	1.2	-6	26	7	1	-17	0.82	18	7
Nc1nonc1NC(=O)NN=C1CCCCC1	1.1	16	1	6	4	-10	1.1	-8	-13
Cc1ccc(C(=O)CCC(=O)Nc2ccccc2C)cc1C	1	4	-14	30	-8	-1	1.1	-11	9
